From PubChem BioAssay
CHOP UPR activ = activators of apoptotic arm of unfolded protein response (CHOP). CHO-CHOP luciferase reporter, UPR activation, luminescence; percent of tunicamycin response over DMSO baseline. 330,000 tested, 0.34% active. activation, % at 10 µM. AID 449763;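 active = at 10 µM dose, activation of 40% or more, normalized to positive control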;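 note: 100% = tunicamycin at 10 µg/mL and 0% = DMSO alone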
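System: CHO CHOP reporter cells. Amount: 500 cells per well. Buffer or medium: F12 medium, 10% FBS. Compound dosing: one dose, 10 µM in 0.5% DMSO. Incubation: 6 h compound exposure at 37 °C after overnight seeding. Technique: Steady-Glo luciferase luminescence. Benchmarks: tunicamycin and DMSO controls.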
CXCR6 block = blocks human CXCR6 beta-arrestin recruitment | 360,000 tested, 0.36% active | inhibition, % at 20 µM | AID 602244 | O00574 | CHO-K1 PathHunter CXCR6 beta-arrestin, luminescence; in the data active = inhibition above about 34%, passing the limit was not always enough;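 note: antagonist mode with CXCL16 agonist at 10 nM final; 0% = 10 nM CXCL16 with DMSO and 100% = unstimulated wells without agonist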
XBP1 UPR activ = adaptive UPR (XBP1) activation; CHO-XBP1 luciferase reporter, IRE1-XBP1 UPR activation, luminescence; percent of tunicamycin response, DMSO as zero; activation, % at 20 µM; 330,000 tested, 0.33% active; AID 463104;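 active = versus positive control, 20 µM dose yields 30% or more activation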;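 note: 100% = tunicamycin at 10 µg/mL and 0% = DMSO only wells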
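Material: CHO-XBP1 cells stably carrying IRE1-XBP1-driven luciferase reporter | Medium: F12 with 10% serum | Compound dosing: 20 µM single concentration, DMSO 1% | Incubation: Overnight seeding at 37 °C, 6 h compound treatment at 37 °C | Detection: Steady-Glo luminescence read | Read-out basis: % activation of reporter signal versus tunicamycin and DMSO controls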
tim23-1 inh = inhibits growth of tim23-1 mutant yeast. S. cerevisiae tim23-1 growth, BacTiter-Glo luminescence, 24 h. inhibition, % at 20 µM. 330,000 tested, 1.3% active;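 active = growth inhibition of the mutant yeast at or above 50%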;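 note: temperature-sensitive mutant grown at 25 °C; plate controls were DMSO-treated mutant yeast for no effect and medium wells lacking yeast for full effect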
tim10-1 inh = tim10-1 yeast growth inhibition; S. cerevisiae tim10-1 ts strain growth, BacTiter-Glo, 24 h; inhibition, % at 20 µM; 330,000 tested, 2.2% active; AID 463190;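 active = inhibition of at least 40%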;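 note: mutant grown at 25 °C; 0% = DMSO wells with yeast and 100% = wells holding no yeast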
APJ antag = antagonists of human APJ apelin receptor; P35414; CHO-K1 APJ beta-arrestin complementation, luminescence; inhibition, % at 20 µM; 330,000 tested, 0.32% active; AID 2521;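 active = inhibition above about 40% at 20 µM, limit read from the data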;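 note: cells challenged with 10 nM apelin-13 agonist together with compound; plate controls were apelin-13 plus DMSO wells for no effect and DMSO wells lacking apelin-13 for full effect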
Mdm2 MdmX PPI = disrupts the human Mdm2-MdmX interaction; SaOS-2 split-luciferase Mdm2/MdmX complementation, luminescence; inhibition, % at 8 µM; 330,000 tested, 3% active; AID 485346;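 active = inhibition of at least 50% at 8 µM in the primary screen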
Target sequence (O15151 whole entry, looked up): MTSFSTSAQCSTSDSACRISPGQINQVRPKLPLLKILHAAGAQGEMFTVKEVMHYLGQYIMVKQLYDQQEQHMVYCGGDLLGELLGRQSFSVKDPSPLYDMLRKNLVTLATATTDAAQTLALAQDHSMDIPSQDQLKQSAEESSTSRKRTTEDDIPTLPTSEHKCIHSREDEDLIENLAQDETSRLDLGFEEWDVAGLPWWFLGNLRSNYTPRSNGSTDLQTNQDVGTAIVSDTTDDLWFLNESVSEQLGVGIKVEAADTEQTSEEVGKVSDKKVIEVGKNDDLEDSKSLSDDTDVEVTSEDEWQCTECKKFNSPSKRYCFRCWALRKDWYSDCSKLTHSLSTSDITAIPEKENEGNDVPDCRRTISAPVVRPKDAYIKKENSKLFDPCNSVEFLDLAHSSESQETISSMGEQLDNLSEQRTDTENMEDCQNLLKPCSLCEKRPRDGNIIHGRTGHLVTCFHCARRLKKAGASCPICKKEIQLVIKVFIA
Target sequence (Q00987 whole entry, looked up): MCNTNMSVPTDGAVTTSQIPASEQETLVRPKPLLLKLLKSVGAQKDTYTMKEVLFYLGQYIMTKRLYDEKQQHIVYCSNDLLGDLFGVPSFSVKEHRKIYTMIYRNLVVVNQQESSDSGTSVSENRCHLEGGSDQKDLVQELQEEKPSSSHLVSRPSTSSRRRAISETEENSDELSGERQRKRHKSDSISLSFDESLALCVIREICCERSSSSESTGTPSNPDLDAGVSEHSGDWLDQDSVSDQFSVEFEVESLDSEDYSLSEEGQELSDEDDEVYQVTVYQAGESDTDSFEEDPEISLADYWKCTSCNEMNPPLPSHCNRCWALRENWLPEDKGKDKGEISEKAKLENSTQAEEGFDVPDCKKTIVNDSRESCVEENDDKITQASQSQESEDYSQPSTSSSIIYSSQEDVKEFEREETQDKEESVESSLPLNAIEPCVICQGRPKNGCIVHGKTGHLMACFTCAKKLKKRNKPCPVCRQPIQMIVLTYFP
TIM10 inh = inhibits growth of TIM10 yeast strain. S. cerevisiae TIM10 strain growth, BacTiter-Glo luminescence, 24 h. inhibition, % at 10 µM. 330,000 tested, 1.4% active. AID 463195;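 active = inhibition of 40% or more at the single tested concentration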;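 note: wild-type TIM10 isogenic control strain grown at permissive 25 °C; 0% = DMSO yeast wells and 100% = minimal medium wells without yeast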
APJ ag = agonists of human APJ apelin receptor; AID 2520; CHO-K1 APJ PathHunter beta-arrestin, luminescence; 0% DMSO wells, 100% apelin; activation, % at 20 µM; P35414; 330,000 tested, 0.11% active;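 active = activation more than six SD over the plate average, tested at 20 µM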;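 note: 0% = DMSO alone and 100% = apelin-13 at 10 nM; some results filed as inactive read as strong as hits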
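Test system – PathHunter CHO-K1 APJ (AGTRL-1) beta-arrestin reporter cells · Input – 1000 cells/well · Compound – single test compound dose, 20 µM final, 1% DMSO · Times – compound stimulation 90 min at 25 °C, detection 60 min · Technique – beta-gal luminescence · Read-out basis – APJ–arrestin association signal · Control set – negative DMSO alone, positive Apelin-13 at 10 nM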
Starred values were filed as active, the others as inactive. Not all compounds are listed; count on the stated rates, not on these rows.

SMILES	CHOP UPR activ	CXCR6 block	XBP1 UPR activ	tim23-1 inh	tim10-1 inh	APJ antag	Mdm2 MdmX PPI	TIM10 inh	APJ ag
N=c1n(CCN2CCCCC2)c2ccccc2n1CC(O)COc1ccccc1 (configuration not stated)	1.6	-16	-5	-21	-17	6	61*	-13	-3
Cc1ccc(N2CCN(S(=O)(=O)c3ccc4oc(=O)ccc4c3)CC2)cc1Cl	0.0	-16	6	-9	-20	17	27	2	-2
Cc1ccc(O)c(Nc2ncnc3ccccc23)c1	-0.6	3	-5	9	7	7	31	-3	-4
CNC(=O)NC(=O)CSc1ccc(S(=O)(=O)N2CCOCC2)cn1	1.6	-3	2	-2	-8	8	8	1	0
COCCNC(=O)c1ccccc1NC(=O)Nc1ccccc1	0.3	-2	0	8	6	3	-9	12	-1
COC(=O)CC(=O)CSc1nc2c(cc1C#N)CCCCC2	0.2	1	2	11	16	11	-39	3	1
CN(C)/C=C/C(=O)c1ccc(Cl)c([N+](=O)[O-])c1	2.1	0	-1	10	8	9	17	1	-4
O=C(COc1ccc(Br)cc1)N1CCc2ccccc2C1	0.0	4	-1	32	9	2	-17	14	2
COc1ccccc1C(C)NCC(=O)Nc1ccccc1C(F)(F)F (configuration not stated)	-1.4	-4	-1	23	29	-1	13	15	-5
O=C(Cc1ccccc1)NCCCc1ccccc1	1.5	-17	-5	-4	-3	19	15	-15	-6
CN(C)CCCNc1cc(C(C)(C)C)nc2c(-c3ccccc3)cnn12	13	-9	15	49	-12	32	100*	11	-2
COc1ccc(N2CCN(C(=O)CN3C(=O)COc4ccccc43)CC2)cc1	0.5	-3	-1	16	-6	-8	-9	15	1

Overlap with the part before: two entries, followed by the next part.
SMILES	CHOP UPR activ	CXCR6 block	XBP1 UPR activ	tim23-1 inh	tim10-1 inh	APJ antag	Mdm2 MdmX PPI	TIM10 inh	APJ ag
CN(C)CCCNc1cc(C(C)(C)C)nc2c(-c3ccccc3)cnn12	13	-9	15	49	-12	32	100*	11	-2
COc1ccc(N2CCN(C(=O)CN3C(=O)COc4ccccc43)CC2)cc1	0.5	-3	-1	16	-6	-8	-9	15	1
Nc1nc(-c2ccc(Cl)cc2)nn1C(=O)c1cccs1	-1.1	0	2	-14	31	3	-5	10	4
COCc1cc(=O)n2[nH]c(-c3cccs3)cc2n1	0.4	-8	2	8	4	11	33	14	0
O=C(Nc1ccncc1)Nc1ccc(Cl)cc1	5.0	-9	3	-23	-11	-89	5	1	9
O=C(NCc1ccccn1)C1Nc2ccc(OC(F)(F)F)cc2C2C=CCC12 (configuration not stated)	-1.3	0	0	32	38	14	10	20	2
COCCNC(=S)NNc1ccccc1[N+](=O)[O-]	1.6	5	-4	20	20	-42	-14	8	3
Cc1ccc(N2CCN(c3ccc(C)cc3)C2c2cccnc2)cc1	1.0	-10	-3	21	10	-22	7	24	3
CCOC(=O)c1c(C)n(C)c2ccc(OC)c(NS(=O)(=O)CC)c12	1.0	-7	1	10	16	13	-14	11	0
C[n+]1cccc(O)c1SCc1ccccc1	-0.6	5	5	-9	-31	-22	-7	-8	0
COc1cc(C=O)ccc1Oc1nc(Nc2ccc(F)cc2F)nc(N2CCOCC2)n1	-1.8	-5	-3	31	31	-28	-9	11	-1
Cc1nc(-c2ccc(Cl)cc2)sc1C1(C)CC(c2ccccc2Br)=NO1 (configuration not stated)	3.9	2	1	9	1	6	9	5	-4
Cc1ccccc1NC(=S)N(CCN(C)C)C(C)c1ccco1 (configuration not stated)	2.4	2	-3	9	3	6	5	-14	-2
CC(C)CNC(=O)COc1ccc(Sc2ccc(OCC(=O)NCC(C)C)cc2)cc1	1.1	2	-3	8	11	3	8	0	2
CCC(C)NC(=O)CN1C(=O)NC2NC(=O)NC21 (configuration not stated)	-1.3	10	0	16	3	11	10	3	2
COC(=O)c1ccccc1NC(=O)COc1ccc2c(c1)OCO2	3.0	-11	0	0	10	-2	13	2	-3
O=C(Cc1ccc(Cl)cc1Cl)Nc1cccc(S(=O)(=O)Nc2ccccc2F)c1	-0.1	-4	-4	26	6	12	17	17	-2
CC[C@H](C)[C@H](NC(N)=O)C(=O)Nc1ccccc1F	0.8	-3	6	4	0	-9	4	-2	-2
Cc1ccn(CCC(=O)O)n1	0.8	2	-2	4	-1	11	0	-1	-3
O=C(CCN1C(=O)/C(=C\c2cccs2)SC1=S)NC1=NCCS1	2.2	-2	-3	7	8	17	24	-5	2
COc1ccc(NS(=O)(=O)c2ccc3nc(COc4cccc5ccccc45)[nH]c3c2)cc1	2.4	-4	-2	-5	-14	-36	33	-18	6
COc1ccc(NC(=O)C2CCCN(S(=O)(=O)c3cccs3)C2)cc1OC (configuration not stated)	-1.2	-10	1	16	18	-4	-13	5	-1
O=C(CSc1nc(-c2ccc(F)cc2)nc2ccc(F)cc12)Nc1cccc(C(=O)O)c1	-1.8	4	1	12	29	14	1	5	-7
Cc1c(C(=O)N2CCN(S(=O)(=O)c3ccccc3)CC2)oc2ccc(Br)cc12	0.4	1	-2	28	10	-1	13	16	-3
O=C(O)c1oc2ccccc2c1CN1CCN(c2ccccc2)CC1	0.4	7	-1	6	-8	10	4	-7	0
COc1cccc(C(=O)NN2C(=S)N(c3ccccc3)C(=O)C2CC(N)=O)c1 (configuration not stated)	3.5	2	5	-19	-5	-9	-59	-13	-5
CCc1ccc(NC(=O)C(NS(=O)(=O)c2ccc3c(c2)CCN3C(C)=O)C(C)C)cc1 (configuration not stated)	-2.1	-2	-4	0	-12	17	-1	3	2
O=C1c2ccccc2C(=O)N1CC(=O)N1c2ccccc2Sc2ccccc21	-0.1	5	-2	7	13	15	10	8	-8
Clc1ccccc1N1CCN(Cc2ccco2)CC1	0.2	-6	1	2	-11	7	-2	0	-3
O=C(Nc1ccc(F)cc1)N1CCN(C(=O)C2CCCO2)CC1 (configuration not stated)	1.1	3	1	-9	0	7	14	-2	-9
Cc1ccc(S(=O)(=O)c2c(N)n(C)c3nc4ccccc4nc23)cc1	1.3	2	3	4	14	17	23	0	-6
Cn1c(NNC(=O)CCC2CCCCC2)cc(=O)n(C)c1=O	0.4	-4	-2	-10	-3	7	6	-1	-4
CCC(=O)Nc1ccc2oc(-c3cccnc3)nc2c1	2.5	1	-1	12	1	8	-2	-2	-1
CCCCOC(=O)c1ccc(NC(=O)c2c(OC)cccc2OC)cc1	0.3	0	0	21	18	7	-1	-9	-3
COc1ccc(C(C(=O)NC2CCCCC2)N(CC2CCCO2)C(=O)C2COc3ccccc3O2)cc1OC (configuration not stated)	-0.2	3	0	-20	12	-2	33	-24	-4
COc1cc(/C=C(\NC(C)=O)C(=O)N2CCCCC2)ccc1OC(C)=O	0.8	-6	-5	8	-2	10	6	-1	1
CCOCCCNC(=O)C1CCCN1S(=O)(=O)c1ccc(Cl)cc1 (configuration not stated)	-1.7	1	-2	9	2	5	-32	-5	5
O=S(=O)(Nc1c(O)ccc2ccccc12)c1ccc(F)cc1	8.6	0	9	15	29	-16	42	17	11
c1ccc(NCc2nc(-c3ccccc3)no2)cc1	3.0	-14	1	18	10	13	-34	4	0
COc1ccc(CSCC(=O)N/N=C/c2ccccc2O)cc1	-1.4	-2	0	32	26	-11	57*	12	-4
C=CCNC(=O)C1CC(=O)N(c2ccc(C)cc2)C1 (configuration not stated)	2.3	0	-4	20	12	16	-12	11	-5
C=CCNC(=O)C1CC(=O)N(c2ccc(OCC(=O)Nc3ccccc3)cc2)C1 (configuration not stated)	4.0	-6	-1	12	-7	-2	-44	0	7
COc1cc(/C=C2\CC/C(=C\c3ccc(OCCO)c(OC)c3)C2=O)ccc1OCCO	-1.1	-9	4	32	49*	3	11	10	1
O=C(Nc1ncccn1)C1CCCN1S(=O)(=O)c1ccc(Cl)c(Cl)c1 (configuration not stated)	1.8	1	2	18	13	11	9	15	-2
Cc1sc(NC(=O)Cn2[nH]c(=O)c3ccccc3c2=O)nc1-c1ccccc1	2.2	-2	-2	4	23	14	56*	8	-4
Cc1ccccc1-n1nc2c(c1NC(=O)c1cccs1)CS(=O)(=O)C2	-2.4	5	-3	5	1	5	-29	3	3
Cc1[nH]c2ccccc2c1CN1CCC(CO)(Cc2ccccc2)CC1	0.1	3	-2	-5	15	4	-14	15	-3
CN(C(=O)C1CCCO1)C1CCS(=O)(=O)C1 (configuration not stated)	1.3	0	-2	7	-5	1	20	-5	0
O=C(Nc1ccc(Cl)cc1)Nc1ccc(N2CCC(C(F)(F)F)CC2)nc1	5.3	6	-2	-12	-9	-18	4	-14	-5

4 entries picked at random from the list so far, as already listed:
SMILES	CHOP UPR activ	CXCR6 block	XBP1 UPR activ	tim23-1 inh	tim10-1 inh	APJ antag	Mdm2 MdmX PPI	TIM10 inh	APJ ag
Cc1sc(NC(=O)Cn2[nH]c(=O)c3ccccc3c2=O)nc1-c1ccccc1	2.2	-2	-2	4	23	14	56*	8	-4
C=CCNC(=O)C1CC(=O)N(c2ccc(OCC(=O)Nc3ccccc3)cc2)C1 (configuration not stated)	4.0	-6	-1	12	-7	-2	-44	0	7
CN(C(=O)C1CCCO1)C1CCS(=O)(=O)C1 (configuration not stated)	1.3	0	-2	7	-5	1	20	-5	0
O=C(Nc1ncccn1)C1CCCN1S(=O)(=O)c1ccc(Cl)c(Cl)c1 (configuration not stated)	1.8	1	2	18	13	11	9	15	-2
